RXFP1 antagonist = qHTS Assay for Antagonists of the Relaxin Receptor RXFP1; Relaxin receptor 1 (Homo sapiens), Q9HBX9; HEK293-RXFP1, relaxin-stimulated cAMP HTRF, 30 min; active compounds read low; activity change, negative = inhibition, % at 57.5 µM; 0.59% of 350,000 active;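 active means activity change of -60% or lower, but not beyond a set lower limit; inconclusive means change between -60% and -40%, or beyond the set limit; inactive means change above -40%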; further: on the % scale 0 is the no-effect control and ±100 the full control effect
Target sequence (Q9HBX9 whole entry, looked up): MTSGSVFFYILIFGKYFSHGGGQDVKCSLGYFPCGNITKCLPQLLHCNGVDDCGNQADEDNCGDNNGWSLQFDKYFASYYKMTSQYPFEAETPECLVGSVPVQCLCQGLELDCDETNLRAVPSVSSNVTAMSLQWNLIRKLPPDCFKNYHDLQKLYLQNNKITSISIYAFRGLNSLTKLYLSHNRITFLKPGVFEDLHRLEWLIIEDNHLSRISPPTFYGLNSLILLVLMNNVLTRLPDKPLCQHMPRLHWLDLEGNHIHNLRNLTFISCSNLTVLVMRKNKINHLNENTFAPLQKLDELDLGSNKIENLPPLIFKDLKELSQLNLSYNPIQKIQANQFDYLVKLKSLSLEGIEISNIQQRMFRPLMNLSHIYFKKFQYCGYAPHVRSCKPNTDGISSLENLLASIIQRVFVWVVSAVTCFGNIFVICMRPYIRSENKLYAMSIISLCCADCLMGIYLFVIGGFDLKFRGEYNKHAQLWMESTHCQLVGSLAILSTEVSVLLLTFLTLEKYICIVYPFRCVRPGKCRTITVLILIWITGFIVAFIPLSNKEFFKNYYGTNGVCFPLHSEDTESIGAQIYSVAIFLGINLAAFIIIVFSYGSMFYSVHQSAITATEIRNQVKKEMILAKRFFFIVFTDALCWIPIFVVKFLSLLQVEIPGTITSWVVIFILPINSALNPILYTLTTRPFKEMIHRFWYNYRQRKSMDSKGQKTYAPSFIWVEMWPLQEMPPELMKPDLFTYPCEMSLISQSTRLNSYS
Glioma ERSR ind = qHTS for Inducers of the Endoplasmic Reticulum Stress Response (ERSR) in Human Glioma: qHTS. U87-MG GRP78 promoter luciferase reporter, 16 h. 0.02% of 420,000 active. Potency, µM, without a hit: at the highest dose activation, most hits filed as activators; further: potency means the concentration at half of the fitted maximal effect; series mostly up to about 76 µM; % of control where 0% means no effect; nearly all actives have a fitted effect of over 35% in size
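Stably transfected U87-MG glioma cells carrying a GRP78-based luciferase sensor; 16 h compound incubation. Luminescence end-point read 10 min after Bright-Glo addition at room temperature.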
Vif-A3F inh = qHTS for Inhibitors of Vif-A3F Interactions: qHTS | HeLa A3F-eYFP + Vif (tagged APOBEC3F with the HIV-1 protein that degrades it), YFP fluorescence increase | 0.2% of 390,000 active | AID 602313, 2012 | Potency, µM (series often up to 46.1 µM), for the others: at the highest dose activity, negative = active; further: potency means the concentration at half of the fitted maximal effect; % of control where 0% means no effect; nearly all actives have a fitted effect of over 65% in size
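HeLa cells stably expressing A3F-eYFP plus Vif, plated and incubated overnight at 37 deg C, then exposed to compounds overnight at 37 deg C. Blocked degradation read as raised yellow fluorescence (Ex 488/Em 500-530).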
RXFP1 agonist = qHTS Assay for Agonists of the Relaxin Receptor RXFP1 | HEK293T-RXFP1 cAMP TR-FRET, 30 min; response scale: percent of porcine relaxin response, buffer zero | Relaxin receptor 1 (Homo sapiens), Q9HBX9 | 0.3% of 370,000 active | Potency, µM (titrated, usually from 57.5 µM), for the others: top-dose activation, usual class: activators; further: potency means the concentration at half of the fitted maximal effect; on the % scale 0 is the no-effect control and ±100 the full control effect; nearly all actives have a fitted effect of over 60% in size; many of its hits are not listed in these tables
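HEK293 cells stably expressing RXFP1, treated 30 min at 37C with compounds plus PDE4 inhibitor Ro 20174; cAMP measured by HTRF TR-FRET. Normalized to buffer and 29 nM porcine relaxin; EC50 by Hill fit.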
D1 potentiator = Potentiators of Human D1 Dopamine Receptor: qHTS | potentiation, % at 10 µM | 0.036% of 360,000 active | HEK293 TREx D1 cells, calcium flux, dopamine EC20 potentiation | D(1A) dopamine receptor (Homo sapiens), P21728; in the data active means potentiation above about 30%; further: 0% is about no effect
D1 ag = Allosteric Agonists of the Human D1 Dopamine Receptor: qHTS. 1% of 360,000 active. AID 504660, 2011. activation, % at 2 µM. D(1A) dopamine receptor (Homo sapiens), P21728. HEK293 T-REx D1 cells, calcium flux, agonist mode; in the data active means activation above about 30%; further: 0% is about no effect
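Tetracycline-induced HEK293 TREx D1 cells, force-coupled to calcium signalling, were dye-loaded with a no-wash calcium kit. Compound was pin-added after a 10 s baseline. Fluorescence was read kinetically at 1 cycle/s for 180 s, with calcium rises flagged as agonism.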
Vif-APOBEC3G blk = qHTS for Inhibitors of Vif-A3G Interactions: qHTS; HeLa A3G-eYFP + Vif (tagged APOBEC3G with the HIV-1 protein that degrades it), YFP fluorescence, overnight; DNA dC->dU-editing enzyme APOBEC-3G (Homo sapiens), Q9HC16; Potency, µM (top dose mostly 46.1 µM), inactives show top-dose activity, negative = active, usual class: inhibitors; 0.076% of 410,000 active;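 further: potency means the concentration at half of the fitted maximal effect; on the % scale 0 is the no-effect control and ±100 the full control effect; nearly all actives have a fitted effect of over 60% in size; hits raise eYFP signal because A3G escapes Vif-driven loss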
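HeLa cells stably expressing Vif and C-terminally eYFP-tagged A3G, seeded overnight at 37 deg C, then exposed to compound by pintool overnight at 37 deg C. Rise in yellow fluorescence (Ex 488/Em 500-530, Acumen) marks blocked Vif-driven A3G degradation.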
D1 antag = Antagonist of Human D 1 Dopamine Receptor: qHTS; HEK293 TREx D1 cells, calcium flux, dopamine EC80; active compounds read low; activity change, negative = inhibition, % at 10 µM; 3.2% of 360,000 active; AID 504652, 2011; in the data active means activity change below about -30%; further: on the % scale 0 is the no-effect control and ±100 the full control effect
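Tetracycline-induced HEK293 Trex D1 cells, force-coupled to calcium, dye-loaded; compounds added and read 180 s, then EC80 dopamine added and calcium flux tracked kinetically another 180 s.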
D2 potentiator = HTS Assay for Positive Allosteric Modulators of the Human D2 Dopamine Receptor: Primary Screen for Potentiators; D(2) dopamine receptor (Homo sapiens), P14416; HEK293 T-REx D2, calcium flux, EC20 dopamine potentiation; potentiation, % at 10 µM; 0.34% of 340,000 active;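 active means potentiation over 3 SD above the plate norm, cut at about 30% in these data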; further: 0% is about no effect
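Tetracycline-induced Hek293 Trex D2 cells, force-coupled to calcium, loaded with no-wash calcium dye. Compound added with 180 s kinetic read for agonism, then EC20 dopamine and a further 180 s read for potentiation.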
Active calls of the source: *; ? = inconclusive; / = not tested or not shown; & = joins results of further samples. Unless noted, the call rests on the fitted dose curve; in most records, active means well fitted curve in the direction sought with a large enough effect; inconclusive means small, poorly fitted or top-dose-only effect, or another doubt; inactive means no such curve, though single readings can be large; an effect the other way counts as inactive or inconclusive.

SMILES	RXFP1 antagonist	Glioma ERSR ind	Vif-A3F inh	RXFP1 agonist	D1 potentiator	D1 ag	Vif-APOBEC3G blk	D1 antag	D2 potentiator
COc1ccc(NC(=O)Cn2c(=O)n(Cc3ccccc3OC)c(=O)c3cccnc32)cc1Cl	2	-2%	0%	-0.4%	-1	2	-3%	15	21
c1ccc(CCNc2nc(-c3ccccn3)nc3ccccc23)cc1	-30	-5%	-27%	1.1%	1	3	0%	3	-20
CCOC(=O)c1csc(NC(=O)c2cc(OC)c(OC)c(OC)c2)n1	-4	-3%	-15%	1.3%	-1	0	-7%	-6	-4
COc1ccc(CN2CCOCC2)cc1OC	-17	-5%	0%	0.5%	-11	2	3%	7	0
CCc1ccc(S(=O)(=O)N2CCN(C(=O)C3CCN(C(C)=O)CC3)CC2)cc1	2	-1%	1%	-0.8%	-4	3	-4%	-7	9
CSCCC(NS(=O)(=O)c1ccc(Cl)cc1)C(=O)OCc1cccc(Cl)c1 (configuration not stated)	7	-4%	8%	5.2%	-5	5	1%	-23	2
Cc1ccc(/C=C/C(=O)NC2CCCCCCC2)o1	-20	?	?	-1.2%	0	0	-16%	0	11
CC1CCCCC1NC(=O)CNC(=O)c1ccco1 (configuration not stated)	-10	-4%	-11%	-0.9%	-5	-1	-9%	-10	11
Cc1cc(NS(=O)(=O)c2ccc(NC(=O)C(C)Oc3ccccc3Cl)cc2)no1 (configuration not stated)	0	-4%	-7%	-0.6%	-7	1	-1%	-15	2
CC(Sc1ncc(C(F)(F)F)cc1Cl)C(=O)NC(N)=O (configuration not stated)	-6	-5%	9%	5.5%	-6	3	2%	-18	-5
COc1ccc(-n2nc(C(=O)N3CCC(C)CC3)c3c4ccccc4n(C)c3c2=O)cc1Cl	-5	-2%	-16%	0.4%	3	1	2%	3	24
O=C(N/C(=C\c1cccc(Br)c1)C(=O)N1CCOCC1)c1ccco1	-3	-3%	4%	-0.4%	/	3	2%	12	6
Cc1cccc(NC(=O)C2COc3ccccc3O2)c1 (configuration not stated)	-6	6%	-4%	-0.3%	5	3	-2%	-32*	-7
O=c1[nH]c(CN2CCN(Cc3ccc4c(c3)OCO4)CC2)nc2sc3c(c12)CCC3	/	/	/	-3.0%	0	2	/	-4	-42
CC(C)Oc1ccc(CNC(=O)Cn2nc(N3CCN(c4ccccc4)CC3)ccc2=O)cc1	-15	-2%	3%	-0.8%	-3	1	3%	11	6

Part of the list above, reduced to Vif-A3F inh and Glioma ERSR ind:
| smiles | Vif-A3F inh | Glioma ERSR ind |
| --- | --- | --- |
| CCc1ccc(S(=O)(=O)N2CCN(C(=O)C3CCN(C(C)=O)CC3)CC2)cc1 | 1% | -1% |
| CSCCC(NS(=O)(=O)c1ccc(Cl)cc1)C(=O)OCc1cccc(Cl)c1 (configuration not stated) | 8% | -4% |

Part of the list above, reformatted:
Values run as follows: RXFP1 antagonist | Glioma ERSR ind | Vif-A3F inh | RXFP1 agonist | D1 potentiator | D1 ag | Vif-APOBEC3G blk | D1 antag | D2 potentiator
> CSCCC(NS(=O)(=O)c1ccc(Cl)cc1)C(=O)OCc1cccc(Cl)c1 (configuration not stated)
 : 7 | -4% | 8% | 5.2% | -5 | 5 | 1% | -23 | 2
> Cc1ccc(/C=C/C(=O)NC2CCCCCCC2)o1
 : -20 | ? | ? | -1.2% | 0 | 0 | -16% | 0 | 11
> CC1CCCCC1NC(=O)CNC(=O)c1ccco1 (configuration not stated)
 : -10 | -4% | -11% | -0.9% | -5 | -1 | -9% | -10 | 11
> Cc1cc(NS(=O)(=O)c2ccc(NC(=O)C(C)Oc3ccccc3Cl)cc2)no1 (configuration not stated)
 : 0 | -4% | -7% | -0.6% | -7 | 1 | -1% | -15 | 2
> CC(Sc1ncc(C(F)(F)F)cc1Cl)C(=O)NC(N)=O (configuration not stated)
 : -6 | -5% | 9% | 5.5% | -6 | 3 | 2% | -18 | -5
> COc1ccc(-n2nc(C(=O)N3CCC(C)CC3)c3c4ccccc4n(C)c3c2=O)cc1Cl
 : -5 | -2% | -16% | 0.4% | 3 | 1 | 2% | 3 | 24
> O=C(N/C(=C\c1cccc(Br)c1)C(=O)N1CCOCC1)c1ccco1
 : -3 | -3% | 4% | -0.4% | / | 3 | 2% | 12 | 6
> Cc1cccc(NC(=O)C2COc3ccccc3O2)c1 (configuration not stated)
 : -6 | 6% | -4% | -0.3% | 5 | 3 | -2% | -32* | -7

(continued)
SMILES	RXFP1 antagonist	Glioma ERSR ind	Vif-A3F inh	RXFP1 agonist	D1 potentiator	D1 ag	Vif-APOBEC3G blk	D1 antag	D2 potentiator
CCOC(=O)c1ccccc1NC(=O)c1ccc(N(C)S(C)(=O)=O)cc1	2	0%	-5%	2.3%	-10	4	1%	-21	0
CCOC(=O)C1(Cc2ccccc2C)CCCN(C(=O)CSC)C1 (configuration not stated)	-16	1%	22%	/	/	/	5%	/	/
CC(C)CNC(=O)CN(c1ccccc1)S(=O)(=O)c1ccccc1[N+](=O)[O-]	4	-6%	13%	-1.5%	/	3	-6%	-3	23
COc1ccc(NS(=O)(=O)c2ccc3c(c2)oc(=O)n3C)cc1Cl	17	-2%&-2%	-1%&3%	4.4%&4.0%	-5&1	15&16	0%&-1%	-7&-25	10&9
O=c1oc2ccccc2cc1-c1cn2cc(Cc3ccc(Cl)cc3)sc2n1	/	-2%	-11%	5.2%	-4	1	-3%	4	-2
Cc1cccc(N2C(=O)N(Cc3cccc(C#N)c3)c3ccccc3S2(=O)=O)c1	/	-1%	8%	-1.8%	-3	4	3%	-10	-4
COc1cc(CNc2ccc3[nH]c(=O)[nH]c3c2)ccc1OCc1ccc(F)cc1Cl	-16&-14	-4%&-1%	?	10%&10%	5&0	2&-1	-2%&-5%	-5&-3	3&11
CSc1ccc(Cl)c(C(=O)NCc2ccco2)c1	-6	0%	-1%	0.1%	-2	1	-2%	4	-2
CN(C(=O)Cn1cc(C(F)(F)F)ccc1=O)c1c(N)n(Cc2ccccc2)c(=O)[nH]c1=O	-2	-1%	15%	0.7%	-1	2	0%	13	0
COc1cccc(S(=O)(=O)Nc2ccc(C(=O)N3CCCCCC3)cc2)c1	11	-3%	13%	-2.8%	-5	11	0%	-8	0
CC(C(=O)N1CCOCC1)N1C(=O)C2C3CC(C(Br)C3Br)C2C1=O (configuration not stated)	-5	-1%	-18%	-0.8%	-8	3	-6%	3	8
COCCN(C(=O)C(C)C)c1nnc(-c2ccc(C)cc2)s1	-21	-2%	4%	0.9%	-2	19	2%	5	13
Cc1ccc(C(=O)Nc2nc(C)c(C(=O)Nc3ccc4c(c3)CCC4)s2)cc1	-4	-2%	0%	0.8%	-8	5	?	-10	-1
O=C(Nc1cccc(Cl)c1)c1ccc(Cn2cc(Cl)cn2)cc1	-18	0%	2%	0.7%	4	9	-5%	0	-15
COc1cc2ccccc2cc1C(=O)Nc1ccc(O)cc1	-23	0%	?	0.9%	-2	13	-9%	-14	-9
COc1ccccc1OCCNC(=O)CN1C(=O)NC2(CCCC2)C1=O	-10	-3%	5%	0.5%	8	0	-3%	-9	-5
O=C(NCC1CCCO1)C(=O)NCC(c1ccco1)N1CCN(c2ccccc2F)CC1 (configuration not stated)	-13	-2%	16%	3.0%	1	1	2%	6	-11
C[C@H](NS(=O)(=O)c1ccc(Cl)cc1)C(=O)OCC(=O)N1CCOCC1	4	-3%	5%	/	/	/	0%	/	/
COCCOC(=O)C1=C(C)NC2(O)c3ccccc3C(=O)C12O (configuration not stated)	-9	2%	1%	-0.2%	-4	5	2%	-7	/
CCc1c(C(=O)NNC(=S)Nc2ccc(S(=O)(=O)Nc3ncccn3)cc2)csc1C	-9	3%	7%	2.6%	1	5	-1%	-4	2
O=c1c2ccccc2nc(SCc2ccc([N+](=O)[O-])cc2)n1CCCO	/	-4%	3%	1.6%	-4	3	-11%	-18	10
CSc1nc(-c2ccccc2)nn1S(=O)(=O)c1ccccc1	0	-1%	2%	-0.7%	-10	6	-2%	-19	-1
Cc1ccc(NC(=O)c2ccc(OC(=O)COc3ccc(Cl)c(C)c3)cc2)cc1	0	1%	0%	1.8%	-9	2	-3%	6	-3
CC(=O)NCCNc1nc2c(-c3cccc(C(F)(F)F)c3)nnn2c2ccccc12	13	-2%	-11%	?	-1	2	1%	20	-9
CCCN1CCN(CCCNC(=O)CN2C(=O)C(CC)Oc3ccccc32)CC1 (configuration not stated)	-5	4%	3%	0.3%	-6	1	3%	6	4
NC(=O)C1Cc2ccccc2CN1S(=O)(=O)c1ccc(Cl)s1 (configuration not stated)	-3	-1%	9%	0.4%	-7	5	1%	-6	-1
COc1ccc(CC(=O)NCCc2ccc(OC)c(OC)c2)cc1	-7	-1%	5%	-0.9%	-5	1	3%	-2	-4
O=c1cc(CN2CC(O)Cc3ccc4ccccc4c32)nc2sccn12 (configuration not stated)	-1	3%	6%	-0.4%	2	8	1%	1	2
O=C(Cc1ccc(-n2c(=O)c3sccc3n(CC(=O)Nc3ccccc3F)c2=O)cc1)NCc1ccco1	-5	-4%	2%	7.4%	-4	3	-7%	5	11
CCOC(=O)C1NN=C(C(=O)c2ccc(C)cc2)C1c1ccc(C)cc1 (configuration not stated)	-4	-2%	2%	2.0%	0	2	1%	-1	-1
Cc1cc(-c2ccccc2)n2ncc(-c3ccccc3)c2n1	-4	-11%	-4%	2.0%	-5	4	-9%	10	-3
Cc1coc2c1c(C)cc1oc(=O)c(CC(=O)N[C@H](C(=O)O)C(C)C)c(C)c12	4	-1%	9%	8.7%	-8	2	0%	12	-1
CCCCC(=O)Nc1cc(C)c(NC(=O)c2cccs2)cn1	-4	-3%	-1%	1.2%	0	2	0%	21	13

This is a subset, so the mix of outcomes need not match the whole.
